# Bioassay records as filed in PubChem BioAssay.
# TDP1 inh = TDP1 (human) enzyme inhibition; recombinant TDP1, AlphaScreen DNA substrate cleavage; Potency, µM (titrated, usually from 130 µM), inactives show at the top dose activity change, negative = inhibition, hits mostly inhibitors; 0.28% of 350,000 active; AID 485290; further: nearly all actives have a fitted effect of over 40% in size
# Target sequence (Q9NUW8 whole entry, looked up): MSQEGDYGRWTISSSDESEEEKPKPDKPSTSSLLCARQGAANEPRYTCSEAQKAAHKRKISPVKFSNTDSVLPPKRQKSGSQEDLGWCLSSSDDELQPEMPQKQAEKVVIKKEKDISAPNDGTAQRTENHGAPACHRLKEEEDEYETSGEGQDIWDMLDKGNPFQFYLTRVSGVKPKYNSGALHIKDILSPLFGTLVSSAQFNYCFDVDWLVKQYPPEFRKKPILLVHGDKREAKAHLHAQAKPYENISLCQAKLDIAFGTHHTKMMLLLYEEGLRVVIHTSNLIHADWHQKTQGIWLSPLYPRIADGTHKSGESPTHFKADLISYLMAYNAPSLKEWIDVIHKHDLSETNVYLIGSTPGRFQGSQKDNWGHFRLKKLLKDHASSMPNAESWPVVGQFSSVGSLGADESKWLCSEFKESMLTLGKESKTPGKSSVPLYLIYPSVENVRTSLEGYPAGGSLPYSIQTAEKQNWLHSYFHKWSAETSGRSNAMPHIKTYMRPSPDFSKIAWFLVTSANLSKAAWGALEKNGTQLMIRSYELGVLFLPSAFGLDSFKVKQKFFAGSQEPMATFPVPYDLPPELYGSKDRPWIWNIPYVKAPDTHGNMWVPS
#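 Compounds were preincubated with Tdp1 (1 nM final) for 15 min at room temperature before substrate (15 nM final) started a 5 min reaction; beads (10 ug/ml final) were then added for 10 min before AlphaScreen detection.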
# DT40 TDP1 no CPT = qHTS for Inhibitors of human tyrosyl-DNA phosphodiesterase 1 (TDP1): qHTS in cells in absence of CPT; Potency, µM (titrated, usually from 46.2 µM), for the others: at the top dose activity change, negative = growth inhibition, actives largely listed as inhibitors; 15% of 420,000 active; DT40 Tdp1-/- hTDP1 cells, no CPT, ATP luminescence, 48 h; further: nearly all actives have a fitted effect of over 55% in size
#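 Cells were dispensed at 400 per well, compounds added by pin tool, plates incubated ≥48 hr at 37 °C, then CellTiter-Glo added for 30 min at room temperature before luminescence reading. Line: DT40 Tdp1-/- complemented with hTDP1; camptothecin omitted.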
# DT40 TDP1 CPT = DT40-hTDP1 cell growth loss with CPT. chicken DT40 Tdp1-/-;hTDP1 cells + 20 nM CPT, ATP luminescence, 48 h. Potency, µM (doses to about 46.2 µM), for inactives: at the highest dose activity change, negative = growth inhibition, most hits filed as inhibitors. 12% of 420,000 active. AID 686979; further: nearly all actives have a fitted effect of over 55% in size
#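 Chicken DT40 Tdp1-/- cells complemented with human TDP1, 400 cells/well, exposed to compounds plus 20 nM camptothecin for at least 48 h at 37 C; viability read as ATP content by CellTiter-Glo luminescence.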
# An asterisk follows results filed as active; ? = inconclusive; . = not tested or not shown; & = joins results of further samples; [ ] = remark or other dose. The call rests on the fitted dose curve; in most records, active means well fitted curve in the direction sought with a large enough effect; inconclusive means small, poorly fitted or top-dose-only effect, or another doubt; inactive means no such curve, though single readings can be large; an effect the other way counts as inactive or inconclusive. On the % scale 0 is the no-effect control and ±100 the full control effect; potency means the concentration at half of the fitted maximal effect.
SMILES,TDP1 inh,DT40 TDP1 no CPT,DT40 TDP1 CPT
CCCCN(CC)CCNC(=O)Cn1cnc2sc(C)c(S(=O)(=O)N3CCN(c4ccccc4OC)CC3)c2c1=O,0.0%,?,?
COC(C[C@H](O)CC(=O)[C@@H](C)OCc1ccccc1)OC,.,-3.3%,-0.5%
O=C(NC1CC1)C1=C[C@@H](c2c[nH]c3ccccc23)C[C@@H](OCc2ccc(CO)cc2)O1,5.9%,-4.5%,?
O=C(NC1CC(=O)N(c2ccc3c(c2)OCCO3)C1)N1CCC(O)CC1 (stereo not drawn),11.0%,-2.5%,6.1%
CCCCCn1c(CN2CCN(CCO)CC2)nc2c1c(=O)n(C)c(=O)n2C,1.0%,-14.4%,-6.8%
CC(=O)NCC(=O)N(C)C(C(=O)Nc1ccc(C(C)C)cc1)c1ccccc1 (stereo not drawn),0.0%,1.8%,-19.5%
CCn1c(-c2nn(-c3ccccc3)ccc2=O)n[nH]c1=S,-8.1%,-23.5%,-4.0%
O=S(=O)(Nc1ccc(S(=O)(=O)N2CCCC2)cc1)c1ccc(F)cc1F,1.9%,-3.0%,3.2%
Cc1ccc(NC(=O)Cn2nnc(C(=O)NCc3ccco3)c2N)c(C)c1,-3.8%,7.9%,-3.9%
C[C@H](CO)N1C[C@H](C)[C@@H](CN(C)C(=O)CN2CCOCC2)Oc2cc(Br)ccc2S1(=O)=O,.,-18.4%,0.1%
C=CCNC(=O)C(C)N1C(=O)c2ccccc2C1=O (stereo not drawn),3.3%,6.1%,0.7%
CC(=O)c1ccc(OCC(=O)NC(=O)NC2CCCC2)cc1,.,?,?
COc1cccc(N2[C@@H](CC(C)=O)c3ccccc3S2(=O)=O)c1,.,-17.7%&-5.6%,-14.1%&-10.5%
COc1ccc(CNC(=O)c2cc3c(s2)CN(Cc2ccccc2)C3)cc1,7.4%,-2.9%,8.2%
O=S(=O)(Cc1ccccc1)Oc1ccccc1,.,11.8%,9.5%
N#C/C(=C\c1ccc[nH]1)C(=O)NC1CC1,1.0%,-9.3%,2.2%
CNc1ncnc(Sc2nc(N)nc3nc[nH]c23)c1[N+](=O)[O-],.,4.61µM*,2.06µM*
CCOc1cc(S(=O)(=O)NCCN2CCOCC2)c(C)cc1C,1.1%,-11.7%,2.3%
O=[N+]([O-])c1cccc(N(CC(O)CN2CCCC2)S(=O)(=O)c2ccccc2)c1 (stereo not drawn),5.6%,8.0%,-8.4%
C/C(=N\NC(=O)Cc1cccn1C)c1ccc([N+](=O)[O-])cc1,8.9%,-9.7%,-2.1%
Cc1ccc(C(=O)Nc2ccc(C(=O)N/N=C/c3ccccn3)cc2)cc1,5.1%,?,-29.5%
CC(NCc1ccc(S(N)(=O)=O)cc1)C(=O)Nc1cccc(Cl)c1 (stereo not drawn),2.8%,7.0%,9.2%
COC(=O)c1c(C)n(-c2ccccc2)c2ccc(O)cc12,5.9%,?,?
O=C(O)C1C2CCC(O2)C1C(=O)Nc1ccc(Br)cc1F (stereo not drawn),.,7.3%,-0.4%
COCCn1c(=S)[nH]c2sc3c(c2c1=O)CCC(C)C3 (stereo not drawn),-7.9%,?,?
Cc1ccc(S(=O)(=O)N2C[C@]3(O)C[C@@H]4C(=O)N(c5ccccc5)C(=O)[C@@H]4C[C@]3(OC(=O)NCC3CCCCC3)C2)cc1,.,4.1%,-0.3%
N#Cc1ccc(Cn2ccnc2C(=O)Nc2ccccc2)cc1,0.0%,-16.7%,-0.2%
CN(C)c1ccc(CNC(=O)/C=C/[C@H]2O[C@@H](n3ccc(=O)[nH]c3=O)[C@H](O)[C@@H]2O)cc1,.,-3.6%,6.5%
Cc1cccc(N2CCN(C(=O)CCC(=O)N3CC(C)Oc4ccc(C)cc43)CC2C)c1 (stereo not drawn),.,?,16.4µM*
CCOC(=O)c1cc(C(=O)OCC)c(=O)[nH]c1C,7.9%,?,?
Cc1c(C(=O)NC(C)c2ccccn2)oc2c(Cl)cccc12 (stereo not drawn),4.9%,?,-25.2%
CCOc1ccc(C2=CSC3=NCCN23)cc1[N+](=O)[O-],.,-9.5%,9.3%
COc1ccc(NC(=O)c2ccc3ccccc3c2)cc1NS(=O)(=O)c1ccc(F)cc1,5.5%,?,?
COc1ccc(OC)c(N(CC(=O)NCCSCc2ccc(C)cc2)S(C)(=O)=O)c1,.,?,-21.0%
COc1ccc(CCNC(=O)CCc2c(C)nc3cc(-c4ccc(Cl)cc4)nn3c2C)c(OC)c1,6.9%,?,?
CCC(CC)C(=O)Nc1ccc(C)cc1O,0.0%,-7.5%,11.8%
COc1ccc(CC(=O)NCC2CCCN(Cc3cc(OC)cc(OC)c3)C2)cc1 (stereo not drawn),.,-12.1%,-21.3%
Cc1ccccc1CNC(=O)CCSCc1cnn(-c2ccccc2)c1-n1cccc1,5.7%,16.4µM*,?
CSCCC(c1nc2ccccc2[nH]1)n1c(=O)c(-c2ccco2)nc2ccccc21 (stereo not drawn),.,23.1µM*,11.6µM*
S=C(NC12CC3CC(CC(C3)C1)C2)N1CCCC1,1.2%,?,?
Cc1ccc(NC(=O)CN(C)C(=O)/C=C/c2cccs2)cc1,2.7%,-13.2%,-23.3%
COC1(C)CCC2OC2(C)CCC2C1CC2(C)C (stereo not drawn),10.8%,-5.7%,-8.7%
Cc1ccc(N2CCN(C(C(=O)Nc3c(C)cccc3C)c3cccc(F)c3)CC2)cc1 (stereo not drawn),.,?,?
Cc1nc2c3ccccc3nc(NNC(=O)CCC(=O)NCCN3CCN(c4ccccc4)CC3)n2n1,2.0%,-8.4%,-2.6%
CCC(Oc1ccccc1)C(=O)N(C)CC(=O)N(CC(C)C)c1c(N)n(CC(C)C)c(=O)[nH]c1=O (stereo not drawn),-2.0%,12.1%,14.2%
Cc1ccc(-n2nnnc2SCC(=O)NC2CCS(=O)(=O)C2)c(C)c1 (stereo not drawn),-5.0%,-19.5%,-13.4%
O=c1c(-c2ccco2)nc2ccccc2n1C(CCc1ccccc1)c1nc2ccccc2[nH]1 (stereo not drawn),.,?,?
Cc1cccc(NC(=O)CCS(=O)(=O)c2ccccc2)c1,.,-27.4%,12.3%
COc1ccc(NC(C)=O)cc1NC(=O)C1(c2cccs2)CCOCC1,1.1%,14.9%,-0.6%
O=C(NCCc1ccc(C(F)(F)F)cc1)C1CCC(=O)N(CCCc2ccccc2)C1 (stereo not drawn),1.2%,?,?
O=C(/C=C/c1ccccc1)N/C(=C/c1ccccc1)C(=O)Nc1ccccc1O,4.0%,?,-12.3%
Cc1ccc(S(=O)(=O)NNC2=NS(=O)(=O)c3ccccc32)c(C)c1,0.0%,-10.5%,-6.6%
CC1=C(C(=O)N(C(C)C)C(C)C)CC(CC(=O)NCCc2ccccn2)C(=O)N1Cc1ccc(C(C)(C)C)cc1 (stereo not drawn),.,?,16.4µM*
c1nc2n(n1)C1=C(CCCC1)C1(CCCCC1)N2,2.9%,-9.9%,-7.6%
O=C(NCc1ccccc1)C(=O)NCC(c1cccs1)S(=O)(=O)c1ccccc1 (stereo not drawn),6.6%,-17.6%,-22.9%
Cc1csc(Sc2nc3c(c(=O)[nH]c(=O)n3C)n2CCCc2ccccc2)n1,-1.9%,?,?
COCCCNc1ncnc2c1cnn2-c1ccc(C)cc1C,4.4%,-9.8%,-16.5%
Cc1noc(C)c1CSc1nc2sc3c(c2c(=O)n1C)CCCC3,8.0%,?,11.6µM*
Nn1c(SCC(=O)Nc2ccccc2)nnc1C1CCCCC1,2.8%[0.505 µM],4.7%,4.9%
O=C(Nc1ccc(Cl)c(-c2nc3ccccc3o2)c1)c1cccc2c(Cl)cccc12,-1.9%,-4.9%,3.6%

# Pulled by compound from the list above, 5 records:
SMILES,TDP1 inh,DT40 TDP1 no CPT,DT40 TDP1 CPT
O=C(NCCc1ccc(C(F)(F)F)cc1)C1CCC(=O)N(CCCc2ccccc2)C1 (stereo not drawn),1.2%,?,?
COCCCNc1ncnc2c1cnn2-c1ccc(C)cc1C,4.4%,-9.8%,-16.5%
Cc1cccc(NC(=O)CCS(=O)(=O)c2ccccc2)c1,.,-27.4%,12.3%
Cc1csc(Sc2nc3c(c(=O)[nH]c(=O)n3C)n2CCCc2ccccc2)n1,-1.9%,?,?
CC1=C(C(=O)N(C(C)C)C(C)C)CC(CC(=O)NCCc2ccccn2)C(=O)N1Cc1ccc(C(C)(C)C)cc1 (stereo not drawn),.,?,16.4µM*

# Following part
SMILES,TDP1 inh,DT40 TDP1 no CPT,DT40 TDP1 CPT
CC(=O)N1c2ccc(S(=O)(=O)N(C)C3CCCCC3)cc2CC1C (stereo not drawn),6.9%,-12.3%,-9.7%
COc1cc(C)c(Br)cc1S(=O)(=O)N1CCOCC1,2.4%,?,27.7%
O=C(c1ccc(F)cc1)N1CCN2C(=O)c3ccccc3C12c1ccccc1 (stereo not drawn),4.2%,-13.5%,18.5%
O=C(CCCc1nc2ccccc2s1)NCc1ccccc1F,-1.9%,-19.0%,13.2%
CCOCC(=O)Nc1ccc(S(=O)(=O)NCCc2ccccc2)cc1,-1.0%,?,?
CC(=O)N1CCN(Cc2nc3ccc(Cl)cc3n2CCO)CC1,.,0.1%,-6.1%
COc1cc(OC)c2c(-c3cccc(-c4sccc4C(C)=O)c3)cc(=O)oc2c1,0.0%[56.1 µM],4.11µM*,3.66µM*
NS(=O)(=O)c1ccc(CCNC(=O)c2ccc(NC3=NC4CS(=O)(=O)CC4S3)cc2)cc1 (stereo not drawn),7.7%,-0.6%,18.5%
O=C1Cc2ccccc2C(c2ccc(Cl)cc2Cl)N1 (stereo not drawn),-0.6%,-12.1%,-21.0%
Cc1ccnc(NCc2cc(C)ccc2O)c1,.,?,?
CC(C)CN(C(=O)COC(=O)c1ccc(Cl)c(N)c1)c1c(N)n(Cc2ccccc2)c(=O)[nH]c1=O,.,?,?
NC(=O)C1CCN(C(=O)c2ccc3ncsc3c2)CC1,.,7.6%,-19.7%
Cc1nn(-c2ccccc2)c(C)c1Cc1ccc(O)cc1,.,?,?
O=C(Nc1cc(=O)[nH]c2ncnn12)c1ccccc1,?,1.0%,-2.9%
Cc1ccc(C2c3c(oc4ccccc4c3=O)C(=O)N2c2nncs2)cc1 (stereo not drawn),2.6%,-9.2%,-19.7%
COc1ccc(CCN(C(=O)c2cccc(F)c2)C2CC(=O)N(c3ccccc3)C2=O)cc1 (stereo not drawn),1.9%,7.8%,?
COC(=O)CC1C(=O)NCCN1C(=S)NC(=O)CCc1ccccc1 (stereo not drawn),5.1%,-6.1%,-9.4%
COc1ccc2c(c1)cc(C(=O)N[C@@H](CCSC)C(=O)N1CCC[C@H]1C(=O)O)n2C,.,-4.0%,21.7%
CCc1ccc(C2=NN(CCC(=O)NC(C)CCc3ccccc3)C(=O)CC2)cc1 (stereo not drawn),2.6%,?,?
Cc1ccc(/C=N/NS(=O)(=O)c2ccccc2)o1,0.0%,-22.7%,-15.4%
COc1ccc(CN(Cc2ccco2)c2cnc(S(C)(=O)=O)nc2C(=O)Nc2ccc(C)c(Cl)c2)cc1,6.8%,-22.1%,?
Nc1c(S(=O)(=O)c2cccs2)c2nc3ccccc3nc2n1Cc1cccs1,2.1%,?,?
CCOC(=O)C1=C(C)NC(=O)NC1c1c(OC)ccc2ccccc12 (stereo not drawn),.,-12.9%,-10.0%
C=CCc1cccc2cc(C(=O)NNC(=O)CC#N)c(=O)oc12,.,-25.1%,-14.7%
CCC(=O)Nc1cccc(OCc2cc(=O)n3cc(C)ccc3n2)c1,2.7%,?,?
FC(F)(F)c1cccc(NC(=S)NCCc2ccccn2)c1,4.8%,?,?
CN1CCN(C2CN(Cc3cn(Cc4cccc(Cl)c4)nn3)S(=O)(=O)C2)CC1 (stereo not drawn),.,-17.5%,4.7%
O=C(NCc1ccccc1)C12CC3CC(CC(Br)(C3)C1)C2,-1.7%,0.6%,2.5%
O=C(NCc1ccc(F)cc1)c1cnc2n(c1=O)CCS2,3.9%,-2.8%,-2.2%
COc1cc2[nH]c(=S)n(CCN3CCCCC3C)c(=O)c2cc1OC (stereo not drawn),4.5%,-19.2%,-16.4%
O=C(CCCc1ccccc1)NCCS(=O)(=O)N1CCN(c2ccccc2F)CC1,-4.0%,18.4µM*,?
Cc1cc(N2CCCC(C(=O)Nc3cccc(Cl)c3)C2)n2ncnc2n1 (stereo not drawn),0.0%,?,?
Cc1ccc(OCC(=O)NNC(=O)CCC(=O)Nc2ccc(C)cc2C)cc1,-2.9%,4.2%,-18.2%
CCCc1nnc(SCC(=O)Nc2nnc(CC)s2)n1CC1CCCO1 (stereo not drawn),4.7%,-16.5%,10.0%
CCCCCC(=C/c1ccccc1)/C=N/Nc1ccc(S(=O)(=O)N2CCOCC2)cc1[N+](=O)[O-],.,-22.7%,-4.3%
